# Screening results from PubChem BioAssay.
# BLM helicase inh: Bloom syndrome helicase (human) inhibition | recombinant BLM DNA unwinding, fluorescence dequenching | P54132 | hit rate 0.2% among 350,000 | Potency, µM (titrated, usually from 56.1 µM), inactives show at the highest dose activity change, negative = inhibition, most hits filed as inhibitors;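 note: potency is the fitted concentration of half-maximal effect; plate controls were vehicle for no effect and no enzyme for full effect; nearly all actives have a fitted effect of over 35% in size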
# Pol beta inh: inhibitors of human DNA polymerase beta; hit rate 1.3% among 340,000; Pol beta primer extension/strand displacement, fluorescence kinetic; Potency, µM (titrated, usually from 114 µM), without a hit: at the highest dose activity change, negative = inhibition, actives largely listed as inhibitors; P06746; note: potency is the fitted concentration of half-maximal effect; % is set by controls: 0 for no effect and ±100 for the full control effect
#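 Reaction started by 50 nM substrate onto compound-treated Pol beta (10 nM, 15 min preincubation, room temperature); plates read at 0 min and 10 min. Normalized concentration-effect data fitted by four-parameter Hill equation.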
# POLI inh: blocks human DNA polymerase iota activity | Potency, µM (titrated, usually from 115 µM), for the others: top-dose activity, negative = inhibition, hits mostly inhibitors | hit rate 1% among 390,000 | Pol iota fluorescent replication assay, 10 min | Q9UNA4; note: potency is the fitted concentration of half-maximal effect
# Target sequence (Q9UNA4 whole entry, looked up): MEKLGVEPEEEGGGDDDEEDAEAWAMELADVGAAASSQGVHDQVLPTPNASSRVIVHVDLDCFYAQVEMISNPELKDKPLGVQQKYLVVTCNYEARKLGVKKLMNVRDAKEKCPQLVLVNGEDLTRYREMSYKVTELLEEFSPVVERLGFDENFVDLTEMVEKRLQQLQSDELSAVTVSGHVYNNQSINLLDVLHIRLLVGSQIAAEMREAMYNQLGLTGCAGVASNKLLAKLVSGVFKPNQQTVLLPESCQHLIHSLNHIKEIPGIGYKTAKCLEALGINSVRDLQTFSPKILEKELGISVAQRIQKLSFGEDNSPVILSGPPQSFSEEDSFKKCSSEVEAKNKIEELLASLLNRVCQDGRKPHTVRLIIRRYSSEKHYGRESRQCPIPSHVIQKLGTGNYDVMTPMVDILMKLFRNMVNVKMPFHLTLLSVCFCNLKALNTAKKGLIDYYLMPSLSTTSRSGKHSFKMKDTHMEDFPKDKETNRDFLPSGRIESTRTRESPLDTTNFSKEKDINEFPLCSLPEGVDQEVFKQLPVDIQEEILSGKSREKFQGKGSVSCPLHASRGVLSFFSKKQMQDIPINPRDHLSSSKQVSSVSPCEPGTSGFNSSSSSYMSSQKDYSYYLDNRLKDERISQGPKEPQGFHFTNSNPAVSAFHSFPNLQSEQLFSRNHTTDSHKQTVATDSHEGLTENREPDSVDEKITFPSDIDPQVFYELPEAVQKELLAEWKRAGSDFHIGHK
#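 Fluorescent replication assay read twice, at 0 min and 10 min after adding 50 nM (final) substrate. Enzyme (10 nM) and compounds were first incubated 15 min at room temperature; enzyme-free buffer wells were negative controls.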
# ALOX12 inh: inhibitors of human 12S-lipoxygenase ALOX12 | purified 12hLO, xylenol orange hydroperoxide absorbance | AID 1671190 | hit rate 1.1% among 580,000 | P18054 | Potency, µM (series often up to 108 µM), for the others: top-dose activity change, negative = inhibition, hits mostly inhibitors; note: potency is the fitted concentration of half-maximal effect; % is set by controls: 0 for no effect and ±100 for the full control effect
#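 Purified human 12hLO (150 nM final) in 25 mM Hepes, 0.01% Triton X-100, pH 7.0 was preincubated 15 min at room temperature with compound. Then 40 uM arachidonic acid was added, 30 min. Hydroperoxide was read by Fe-XO absorbance ratio 573/405 nm.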
# APEX1 inh: blocks human APE1 abasic DNA cleavage. P27695. recombinant APE1, TAMRA/BHQ-2 abasic DNA cleavage fluorescence. Potency, µM (highest dose often 65.8 µM), for inactives: at the highest dose activity change, negative = inhibition, actives largely listed as inhibitors. hit rate 0.35% among 350,000. AID 2517;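 note: potency is the fitted concentration of half-maximal effect; plate controls were vehicle for no effect and reference inhibitor for full effect; nearly all actives have a fitted effect of over 55% in size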
# Target sequence (P27695 whole entry, looked up): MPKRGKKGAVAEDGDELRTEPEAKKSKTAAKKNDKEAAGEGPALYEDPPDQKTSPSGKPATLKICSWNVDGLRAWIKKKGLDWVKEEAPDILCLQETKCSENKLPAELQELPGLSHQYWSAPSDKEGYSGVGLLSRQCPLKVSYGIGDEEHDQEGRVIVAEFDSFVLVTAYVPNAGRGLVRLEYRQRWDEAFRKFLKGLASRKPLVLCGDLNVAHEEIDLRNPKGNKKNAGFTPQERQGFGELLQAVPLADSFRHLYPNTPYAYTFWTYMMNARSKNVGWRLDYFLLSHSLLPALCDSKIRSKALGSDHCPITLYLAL
#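 APE1 at 0.75 nM preincubated 15 min at room temperature with compound. Reaction then started with 50 nM double-stranded THF-abasic substrate labelled with TAMRA/BHQ-2, and 525/598 nm fluorescence read kinetically. Activity taken as third-minus-first read difference, normalized to DMSO and NSC13755 controls.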
# ERG Ets-DNA blk: blocks human ERG Ets domain binding to DNA | P11308 | fluorescence polarization, His-ERG Ets domain / labelled DNA | Potency, µM (doses to about 76.9 µM), inactives show at the highest dose FP activity, negative = inhibition, hits mostly inhibitors | hit rate 0.028% among 370,000 | AID 624246; active = well fitted inhibition curve with a large enough effect in the polarisation, with a control signal flat; inconclusive = small, poorly fitted or top-dose-only effect, or effect the other way, or a change in a side signal; inactive = no such curve, though single readings can be large or run the other way; the % refers to the polarisation;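 note: polarization taken with two DNA probes labelled with fluorescein and Texas red; potency is the fitted concentration of half-maximal effect; % of control where 0% means no effect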
#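 His-tagged ERG Ets domain (1 uM in the protein solution; 300mM KCl, 50mM Tris-HCl, 1mM EDTA, 1mM DTT, pH 7.5) received compound, then a probe mix of 5 nM fluorescein-DNA and 100nM Texas-615-DNA. Fluorescence polarization was read for both dyes.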
# Apoferritin bind: binds horse apoferritin like a general anesthetic; P02791; apoferritin/1-aminoanthracene competitive binding, fluorescence; Potency, µM (titrated, usually from 77.5 µM), for the others: top-dose activity change, negative = displacement, most hits filed as inhibitors; hit rate 0.074% among 350,000; AID 485281; note: potency is the fitted concentration of half-maximal effect; % is set by controls: 0 for no effect and ±100 for the full control effect; nearly all actives have a fitted effect of over 20% in size
#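 Horse-spleen apoferritin (10 uM) in 50% saturated 1-aminoanthracene in PBS was incubated 10 min at room temperature with compound. Fluorescence (ex 380, em 535 nm) was normalized to free and bound 1-AMA, with concentration-response fitted by a four-parameter Hill equation.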
# POLK inh: blocks human DNA polymerase kappa activity. Q9UBT6. purified Pol kappa, fluorescent DNA synthesis assay, 10 min. Potency, µM (highest dose often 107 µM), inactives show at the highest dose activity, negative = inhibition, actives largely listed as inhibitors. hit rate 0.53% among 400,000. AID 588579; note: potency is the fitted concentration of half-maximal effect; % is set by controls: 0 for no effect and ±100 for the full control effect
#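 First, compounds were pin-transferred onto 10 nM Pol kappa. After 15 min at room temperature, substrate was added to 50 nM final. Fluorescence was then measured kinetically at 0 and 10 min.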
# TRHR agonist: activates the human TRH receptor; P34981; TRHR cells, calcium flux fluo-8, FDSS agonist mode; activation, % at 2 µM; hit rate 0.18% among 360,000; AID 493084; in the data active = activation above about 30%; note: 0% is about no effect
#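 Fluo-8-loaded TRHR cells; 10 s baseline, compound added, kinetic Ca2+ fluorescence read 1/s, agonist mode.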
# * hit, by the source's call; ? = inconclusive; · = no result given; & = joins results of further samples; [ ] = dose if it differs, or a comment. Unless noted, calls come from the whole dose curve; as a rule, active = well fitted curve in the direction sought with a large enough effect; inconclusive = small, poorly fitted or top-dose-only effect, or another doubt; inactive = no such curve, though single readings can be large; an effect the other way counts as inactive or inconclusive. Some of the compounds tested; count on the stated rates, not on these rows.
# The line under a structure holds: BLM helicase inh	Pol beta inh	POLI inh	ALOX12 inh	APEX1 inh	ERG Ets-DNA blk	Apoferritin bind	POLK inh	TRHR agonist
- Cc1ccc(S(=O)(=O)N2CCOCC2)cc1NC(=O)c1cccc(S(=O)(=O)N2CCCC2)c1
 : -2%	-26%	-17%	-15%	-2%	1%	-8%	-9%	-0.2
- O=C(CNC(=S)N(Cc1ccccc1)Cc1ccccc1F)NCc1ccc(Cl)cc1
 : -13%	32%	83%[activator]	-21%	-4%	-2%	16%	-10%	1.3
- Cc1cc(C)c(Cn2c(=O)n(CCCCC(=O)NCc3ccccc3Cl)c(=O)c3ccccc32)c(C)c1
 : -3%	2%	5%	-9%	·	-2%	7%	-12%	0.8
- CCOc1c(C)cnc2c1c(=O)n(Cc1c(F)cccc1Cl)c(=O)n2C
 : 0%	7%	-9%	0%	12%	-6%	-7%	-12%	-0.1
- COc1ccc(NC(=S)N2CCN(Cc3ccccc3)CC2)cc1
 : -4%	-12%	50%[activator]	-6%	2%	2%	-8%	-5%	-0.2
- COc1ccc(/C=N/NC(=O)c2sccc2C)c2ccccc12
 : ·	·	20%	0%	·	-5%	·	-3%	·
- CCCOc1ccc(C(C)=O)cc1CN1CCOCC1
 : 1%	8%	-3%	3%	-4%	2%	2%	2%	0.7
- CCOCCCNC(=O)N[C@@H](Cc1ccccc1)C(=O)OC
 : 2%	17%	2%	3%	?	-1%	-4%	-20%	0.5
- C=CCN(CC=C)S(=O)(=O)c1ccc(NC(=O)COc2ccccc2OC)cc1
 : -6%	-16%	-6%	0%[57.4 µM]	-10%	4%	4%	-8%	0.9
- CC(=O)SC1CC2=CC(=O)CCC2(C)C2CCC3(C)C(CCC34CCC(=O)O4)C12 (configuration not stated)
 : -10%	-1%	2%	-13%	19%	-1%	-14%	-33%	-0.4
- CCOC(=O)C1(S(=O)(=O)c2ccccc2)CCN(Cc2ccccc2)CC1
 : -4%	24%	3%	-8%	?	-2%	-14%	-10%	-0.3
- CCOC(=O)C1(Cc2ccccc2C)CCCN(S(=O)(=O)c2cccnc2)C1 (configuration not stated)
 : -7%	8%	142%[activator]	-2%	4%	3%	-17%	-8%	-1.6
- S=C(NCc1ccccc1)N1CCN(c2cccc(Cl)c2)CC1
 : -11%	?	125%[activator]	?	5%	-3%	30%[activator]	0%	-0.6
- COc1ccccc1-n1c(-c2ccccc2)c[nH]c1=S
 : 0%	10%	21%	?	-6%	-8%	-16%	1%	-0.2
- Cc1ccc2cc3cc(C(=O)NCCCN4CCCC4=O)oc3nc2c1
 : 3%	39%	30%[activator]	1%	40%[activator]	2%	-10%	1%	-0.3
- CCOC(=O)c1cnc2c(F)ccc(F)c2c1Sc1ccccc1
 : -4%	-11%	14%	?	-5%	1%	-16%	-5%	0.8
- CC(=O)Nc1ccc(NC2=C/C(=N/S(=O)(=O)c3cccs3)c3ccccc3C2=O)cc1
 : 22µM*	?	14µM*	-37%	7%	7%	-14%	-11%	0.8
- COC(=O)c1ccc(C(=O)OC)c(NC(=S)N2CCCCC2C)c1 (configuration not stated)
 : -5%	1%	6%	9%	0%	·	163%[activator]	-7%	-1.2
- Cc1cccc(-n2nnc(-c3nc(-c4cccs4)no3)c2N)c1
 : -7%	-11%	-28%	1%	·	-4%	-10%	-12%	1.7
- CCOC(=O)c1[nH]c(C)c(C(=O)OCC)c1C
 : 0%	14%	?	15%[57.4 µM]	3%	0%	4%	-4%	-1.2
- O=C(COc1ccccc1)NC(=S)Nc1ccc2c3c(cccc13)CC2
 : -6%	11%	6%	-1%	2%	0%	-14%	-12%	0.3
- Cc1ccc(-c2csnn2)cc1
 : 0%	?	22%	32%[activator]	2%	19%	-3%	-4%	-0.6
- COCCCNC(=O)CCn1c(=O)c2ccccc2n(CC(=O)Nc2c(C)cc(C)cc2C)c1=O
 : 0%	15%	?	2%	·	2%	1%	6%	-2.3
- N=C1CCCN1CC(=O)c1ccc(Br)cc1
 : -12%	46%	7%	-29%	27%	5%	14%	-7%	0.2
- Nc1ccn(CC(=O)NCCNc2ccc([N+](=O)[O-])cn2)c(=O)n1
 : ·	·	-9%	-6%	0%	-16%	·	-2%	0.2
- OCCC1CN(Cc2c(F)cccc2Cl)CCN1C1CCCC1 (configuration not stated)
 : 1%	112%	41%[activator]	30%[activator]	1%	2%	-7%	-18%	0.5
- C/C(=N/NC(=O)c1cccnc1)C1=C(O)CC(C)(C)CC1=O
 : -7%	50%[activator]	-1%	15%	17%	-10%	-3%	-16%	2.8
- Cc1cc(C)c(S(=O)(=O)N2CCC(C(=O)NCc3ccc(Cl)cc3Cl)CC2)c(C)c1
 : -4%	-9%	4%	0%	-7%	-2%	73%[activator]	-14%	0.1
- COc1cc(CNCc2ccc3c(c2)OCO3)c([N+](=O)[O-])cc1OC
 : 0%	6%	20%	?	32%	-9%	-15%	7%	-0.9
- O=C(c1c[nH]c2ccccc12)N1CCN(c2ccccc2)CC1
 : -2%	7%	1%	-10%	8%	-5%	-2%	-12%	-1.6
- Cc1ccc2cc3cc(C(=O)N(C)c4ccccc4C)oc3nc2c1
 : 2%	3%	40%[activator]	-4%	·	6%	?	-1%	-0.6
- O=C(Oc1ccc([N+](=O)[O-])cc1)c1ccc(Cl)c(S(=O)(=O)N2CCCCC2)c1
 : -2%	-17%	·	·	11%	·	2%	·	-0.8
- O=c1oc(-c2ccccc2)nc2sc3c(c12)CCCC3
 : -4%	47%	20%	7%	19%	·	-15%	-5%[60.1 µM]	0.2
- COc1ccc(C=CC(=O)c2cc(O)ccc2O)cc1
 : ·	·	?	?	·	-26%	·	-18%	·
- O=C(Nc1ccccn1)Nc1cccs1
 : -4%	-3%	4%	-13%	-6%	·	1%	-8%	-0.4
- CCCCCCCCN1[C@@H](CC(=O)O)c2cc(C(F)(F)F)ccc2S1(=O)=O
 : ·	·	?	-22%	·	1%	·	-18%&0%	·
- Cc1ccc(NC(=O)C2CCN(S(=O)(=O)c3cc(-c4noc(C)n4)ccc3C)CC2)c(C)c1
 : -2%	-21%	3%	-26%	·	1%	?	2%[60.1 µM]	-0.9
- CCN(CC)S(=O)(=O)c1cccc2cc(C(=O)O)c(O)cc12
 : 2%	39%[activator]	?	?	2%	11%	615%[activator]	2%	0.2
- CC1Cc2cc(/C(O)=C3/C(=O)C(=O)N(CCCn4ccnc4)C3c3ccco3)ccc2O1 (configuration not stated)
 : -4%	3%	?	?	-1%	6%	-12%	-19%	-0.2
- O=C(Nc1cccc(-c2cccc(Cl)c2)c1)C1CCN(C2CCC2)CC1
 : -2%	5%	-9%	-11%	-13%	3%	-19%	-7%	0.8
- COc1ccc(C(=O)O)cc1S(=O)(=O)NC(C)C
 : -5%	3%	15%	-11%	4%	-5%	8%	-2%	-0.6
- C=CCNC(=S)NNC(=O)C(CCCC)CC(C)(C)O (configuration not stated)
 : 4%	0%	13%	7%	2%	-3%	5%	-7%	-0.6
- COc1ccc(-c2noc(CCC(=O)N3CCN(c4cccc(C(F)(F)F)c4)CC3)n2)cc1
 : -12%	9%	-10%	0%	-5%	-9%	1%	-14%	0.5
- COc1ccc(Nc2nc3ccc(C)cc3cc2C#N)c(OC)c1
 : 0%	-2%	26%	-17%	4%	7%	-12%	-2%	1.1
- CC(C)C[C@H]1CN=C(Nc2ccccc2)N1CCc1cccc(F)c1
 : ·	·	?	·	-2%	-3%	·	-43%	·
- CCOCCCN(C(=O)CCC(=O)Nc1cc(C)on1)C(C(=O)NC(C)(C)CC)c1cccc(OC)c1OC (configuration not stated)
 : -2%	20%	112%[activator]	-6%	30%	-5%	-7%	-11%	-0.5
- CN1CCN(S(=O)(=O)c2ccc(N3CCN(c4ccccc4Cl)CC3)nc2)CC1
 : ·	·	-9%	27%	-16%	-7%	·	6%	0.7
- O=C(O)c1ccccc1N=Cc1c(O)n(-c2nccs2)c(=O)c2ccccc12
 : -8%	?	31%	-20%	0%	3%	32%[activator]	-5%	-0.4
- CC(C)NC(=O)CSc1nnc(-c2ccncc2)n1-c1ccccc1
 : -1%	0%	6%	-4%	0%	7%	-10%	3%	0.1
- Cc1ccc(C(=O)OCC(=O)c2c[nH]c3ccccc23)cc1S(=O)(=O)N1CCCCC1
 : -13%	?	?	-11%	?	17%	-11%	-43%	0.4

# Continuation.
# The line under a structure holds: BLM helicase inh	Pol beta inh	POLI inh	ALOX12 inh	APEX1 inh	ERG Ets-DNA blk	Apoferritin bind	POLK inh	TRHR agonist
- COc1cccc(CNC(=O)C2CCN(c3cnccn3)CC2)c1
 : -2%	5%	14%	0%	-3%	1%	-6%	-11%	0.3
- CCCNC(=O)c1ccc(COc2cccc3ccccc23)o1
 : -8%	4%	9%	?	-12%	-7%	-20%	-14%	0.0
- NC(=O)c1nsc(C(=O)N(Cc2ccccc2Cl)C(C(=O)NCC2CCCO2)c2ccc(O)cc2)c1N (configuration not stated)
 : -6%	31%	8%	?	-13%	-3%	3%	-11%	-0.2
- O=C(NCCCn1ccnc1)c1cccc(S(=O)(=O)Nc2ccc(Br)cc2)c1
 : ·	·	-18%	?	36%	8%	·	-12%	-0.3
- O=C1c2ccccc2C(=O)N1CCc1c[nH]c2ccccc12
 : -1%	-14%	-8%	-7%	-8%	-9%	?	-5%	-1.0
- O=C(CSc1nc2c(sc3ccccc32)c(=O)n1CCCN1CCOCC1)NC1CCCC1
 : 3%	16%	30%[activator]	-1%	3%	6%	-7%	-11%	0.4
- CCC(C)NC(=O)CN(c1cc(Cl)cc(Cl)c1)S(C)(=O)=O (configuration not stated)
 : -3%	-4%	21%	-2%	5%	-15%	0%	15%	0.1
